# Screening data (PubChem BioAssay)
# Tcruzi prolif – blocks T. cruzi growth in NIH3T3 culture; T. cruzi beta-gal in NIH3T3, GalScreen luminescence, 90 h; inhibition, % at 8.34 µM; 5.9% of 77,000 active; AID 624255;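 active means mean inhibition above about 93%, with at least 55% of replicates each passing it, limit read from the data, passing the limit was not always enough; inconclusive means only one of those two conditions holds; inactive means neither condition holds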
# Pf Dd2 growth – inhibitors of Plasmodium falciparum Dd2 growth; P. falciparum Dd2 growth, SYBR Green, 72 h; hits give low values; 2.3% of 94,000 active; AID 1159554; activity change, % at 10 µM; in the data active means activity change below about -80%; inconclusive means no clear call, values can overlap the other calls
# C diff HTS – C. difficile growth inhibition. growth activity, negative = inhibition, % at 16 µg/mL (by protocol). 0.25% of 86,000 active. Clostridium difficile clinical isolate growth, OD600, 24 h; hits give low values. AID 1259249;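 active means mean growth activity at or below -80% and every replicate also at or below -80%; inconclusive means mean at or below -80% but some replicate above -80%; inactive means mean growth activity above -80%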;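 further: 0% = DMSO wells and -100% = levofloxacin 16 µg/mL wells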
# GASC1 inh – blocks human GASC-1 (KDM4C) demethylase activity; Q9H3R0; 0.15% of 96,000 active; inhibition, % at 12.5 µM; GST-KDM4C 2-372, H3K9me3 peptide, LANCE TR-FRET;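 active means mean replicate inhibition above about 25%, with at least 55% of replicates also reaching it, limit read from the data, passing the limit was not always enough; inconclusive means only one of those two conditions met; inactive means neither condition met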
# Target sequence (Q9H3R0 2-372 limits assumed): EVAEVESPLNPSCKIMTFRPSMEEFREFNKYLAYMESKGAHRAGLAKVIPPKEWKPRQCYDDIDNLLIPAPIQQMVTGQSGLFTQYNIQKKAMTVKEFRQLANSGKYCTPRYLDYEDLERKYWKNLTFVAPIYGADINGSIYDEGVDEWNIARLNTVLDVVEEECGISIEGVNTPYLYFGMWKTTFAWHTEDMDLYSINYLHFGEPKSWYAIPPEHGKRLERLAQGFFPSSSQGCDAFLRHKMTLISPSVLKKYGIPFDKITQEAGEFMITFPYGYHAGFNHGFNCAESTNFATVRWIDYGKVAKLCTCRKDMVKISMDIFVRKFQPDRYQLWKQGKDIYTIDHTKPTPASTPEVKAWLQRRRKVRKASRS
#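 Test system – GST-tagged GASC-1 (JMJD2C) catalytic fragment, aa 2-372 · Medium – HEPES buffer, pH 7.5, plus ascorbate · Reagent – H3K9me3 peptide with Fe(II)/2OG · Compound – one test concentration per compound · Timing – 30 min reaction, 60 min detection, RT · Technique – TR-FRET with Eu antibody and ULight streptavidin, EDTA stop · Read-out basis – inhibition from TR-FRET ratio decrease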
# * = called active by the depositor; ? = inconclusive; / = no result given; & = joins results of further samples. Rows are unselected; 6.7% or so of the library scored in one or more.
smiles | Tcruzi prolif | Pf Dd2 growth | C diff HTS | GASC1 inh
N#C[C@@H]1[C@H](c2ccccc2-c2ccc(F)cc2)[C@H](CO)N1C(=O)NC1CCCC1 | / | -92* | -6 | -0.2
C[C@@H]1CN([C@@H](C)CO)C(=O)c2cc(NC(=O)Cn3cnnn3)ccc2O[C@H]1CN(C)C(=O)Nc1ccccc1 | 4 | 17 | -3 | 0.0
C[C@H](CO)N1C[C@H](C)[C@@H](CN(C)S(=O)(=O)c2cn(C)cn2)OCCCC[C@H](C)Oc2ccc(NC(=O)Nc3ccc(F)cc3)cc2C1=O | 35 | -43 | / | 0.8
COCC(=O)Nc1ccc2c(c1)OC[C@@H](C)N(C(C)=O)C[C@@H](C)[C@@H](OC)CN(C)C2=O | 6 | / | 1 | -0.2
COc1ccc(S(=O)(=O)N[C@@H]2C=C[C@H](CC(=O)O)O[C@H]2CO)cc1 | 21 | 3 | -1 | 0.7
C[C@@H]1CN([C@H](C)CO)C(=O)c2cc(NC(=O)Nc3ccccc3)ccc2O[C@@H]1CN(C)S(C)(=O)=O | 11 | 0 | 2 | -0.6
O=C(CCN1CCCCC1)NCC[C@@H]1CC[C@@H](NC(=O)C2CCOCC2)[C@@H](CO)O1 | 29 | 14 | -3 | 0.7
CN1C(=O)c2cc(NC(=O)Nc3ccccc3Cl)ccc2OC[C@H]2O[C@H](CC(=O)O)CC[C@H]21 | 24 | 13 | 5 | -0.2
C[C@@H]1CN([C@@H](C)CO)C(=O)c2cccc(NC(=O)NC3CCCCC3)c2O[C@@H]1CN(C)Cc1ccc(C(F)(F)F)cc1 | 43 | -3 | 9 | 14
CCCNC(=O)C[C@@H]1CC[C@@H]2[C@@H](COc3ccc(NC(=O)NCC)cc3C(=O)N2C)O1 | 36 | 7 | -6 | 0.1
CCCC#Cc1ccc([C@@H]2[C@@H](CO)N3C(=O)CN(S(=O)(=O)c4ccccc4C)C[C@H]23)cc1 | / | -57 | 8 | 0.4
COc1ccc2c3c(n(C)c2c1)[C@@H](CO)N(C(=O)C1CCCCC1)CC31CCN(C)CC1 | / | -9 | 0 | -0.2
COc1cccc(NC(=O)N[C@H]2C=C[C@H](CC(=O)Nc3ccc(-c4ccccc4)cc3)O[C@@H]2CO)c1 | -2 | 4 | -4 | -0.1
CC(C)NC(=O)NCC[C@@H]1CC[C@@H](NS(=O)(=O)c2ccc(Oc3ccccc3)cc2)[C@H](CO)O1 | 23 | 20 | / | -1.9
CNC(=O)C[C@@H]1CC[C@@H]2[C@@H](COc3ccc(NS(=O)(=O)c4ccccc4C)cc3C(=O)N2C)O1 | 47 | -1 | -2 | 0.0
C[C@@H]1CN([C@@H](C)CO)C(=O)c2cc(NC(=O)CCC(F)(F)F)ccc2O[C@@H](C)CCCCO[C@@H]1CN(C)C(=O)CCC(F)(F)F | / | 12 | 3 | -0.6
COC(=O)C[C@@H]1CC[C@H]2[C@@H](COC[C@H](O)CN2C(=O)Nc2ccccc2OC)O1 | -19 | 4 | 47&4 | 2.9
COCC(=O)Nc1ccc2c(c1)C(=O)N(C)[C@H]1CC[C@H](CC(=O)OC)O[C@@H]1CO2 | / | 22 | 1 | 0.8
C[C@@H]1CN([C@@H](C)CO)C(=O)c2cccc(NC(=O)c3cnccn3)c2O[C@@H]1CN(C)C | / | -25 | 0 | 0.9
C[C@@H]1CN([C@@H](C)CO)C(=O)c2cc(NS(=O)(=O)c3cccs3)ccc2O[C@@H](C)CCCCO[C@H]1CN(C)Cc1ccc2c(c1)OCO2 | 25 | -54 | 4 | -1.2
COCC(=O)Nc1ccc2c(c1)[C@@H]1C[C@@H](CC(=O)NC3CCCCC3)O[C@H](CO)[C@@H]1O2 | -49 | 8 | / | 1.1
COc1ccccc1CN1C[C@@H]2N[C@H](C1)C2c1ccc(-c2ccccc2)cc1 (stereo partly specified) | / | -68 | 32 | 0.7
CC(=O)N1CC2(C1)[C@H](c1ccc(-c3ccc(C#N)cc3)cc1)[C@@H](CO)N2CCC(F)(F)F | / | -39 | 3 | -1.7
COc1ccccc1-c1cn(CC[C@H]2CC[C@H](NC(=O)C3CCOCC3)[C@H](CO)O2)nn1 | -16 | 12 | / | 2.2
C[C@@H]1CCCCO[C@H](CN(C)C(=O)Nc2cccc3ccccc23)[C@@H](C)CN([C@H](C)CO)C(=O)c2cc(NS(=O)(=O)c3cn(C)cn3)ccc2O1 | 6 | -14 | -3 | -0.6
COc1ccc(C#Cc2ccc3c(c2)[C@@H]2[C@@H](CCN2S(=O)(=O)c2ccccc2C)[C@@H](CO)N3)cc1 | 97* | -35 | 1 | 0.9
CN(C)CC#Cc1ccc([C@@H]2[C@H](CO)N3CCCCN(C(=O)Nc4ccccc4F)C[C@@H]23)cc1 | 102* | -40 | 15 | 3.5
C[C@H](CO)N1C[C@H](C)[C@@H](CN(C)C(=O)Nc2ccc3c(c2)OCO3)Oc2cc(C3=CCCC3)ccc2S1(=O)=O | 114* | -47 | -4 | 0.4
CCS(=O)(=O)N1CCCCN2[C@H](C1)[C@H](c1ccc(-c3ccccc3F)cc1)[C@@H]2CO | 92 | -17 | -7 | -1.0
O=C(c1cccc(F)c1)N1CC2(C1)[C@H](c1ccccc1)[C@@H](CO)N2C(=O)C1CCC1 | / | -2 | -5 | 0.6
C[C@@H]1CCCCO[C@@H](CN(C)C(=O)C2CCCCC2)[C@@H](C)CN([C@@H](C)CO)C(=O)c2cc(NC(=O)C3CCCCC3)ccc2O1 | 38 | -85* | -1 | 18
C[C@@H]1CN([C@H](C)CO)C(=O)c2cc(C3=CCCCC3)cnc2O[C@@H]1CN(C)Cc1ccccc1C(=O)O | -7&-36 | 6&34 | 1&1 | -1.3
C[C@H]1CN([C@@H](C)CO)C(=O)c2cc(NC(=O)c3ccncc3)ccc2O[C@@H]1CN(C)Cc1ccc(-c2ccccc2)cc1 | / | -14 | -4 | 0.4
Cc1ccc(S(=O)(=O)N(C)C[C@H]2OCCCC[C@@H](C)Oc3ccc(NC(=O)Nc4c(C)noc4C)cc3C(=O)N([C@@H](C)CO)C[C@H]2C)cc1 | 14 | -61 | -5 | -0.6
COc1ccc(S(=O)(=O)Nc2ccc3c(c2)C(=O)N([C@@H](C)CO)C[C@H](C)[C@H](CN(C)S(=O)(=O)c2cccs2)O3)cc1 | 0 | 21 | 4 | 0.2
C[C@@H]1CCCCO[C@H](CN(C)S(=O)(=O)c2ccc(Cl)cc2)[C@H](C)CN([C@H](C)CO)C(=O)c2cc(N(C)C)ccc2O1 | 101* | -69 | -13 | 0.6
C[C@H](CO)N1C[C@H](C)[C@H](CN(C)C(=O)c2cccc(F)c2)Oc2cc(-c3cncnc3)ccc2S1(=O)=O | / | 19 | -2 | 1.3
CC(C)CC#Cc1cnc2c(c1)C(=O)N([C@H](C)CO)C[C@@H](C)[C@@H](CN(C)Cc1ccccc1F)O2 | 58 | -10 | -6 | -2.9
C[C@H]1CN([C@@H](C)CO)C(=O)c2cc(-c3ccncc3)cnc2O[C@@H]1CN(C)C(=O)Nc1ccc2c(c1)OCO2 | 99 | 11 | 2 | 6.9
C[C@H]1CN([C@@H](C)CO)C(=O)Cc2cc(NC(=O)CCCCCC(=O)Nc3ccccc3N)ccc2O[C@H]1CN(C)C(=O)NC1CCCCC1 | 43 | 20 | 0 | 1.1
O=C(C1CC1)N1CC(=O)N2[C@H](C1)[C@H](c1ccc(Br)cc1)[C@@H]2CO | / | 8 | -8 | -0.4
C[C@@H]1CN([C@@H](C)CO)C(=O)c2cccc(NS(=O)(=O)c3ccccc3)c2O[C@@H]1CN(C)C(=O)Nc1cccc2ccccc12 | 32 | -73 | -17 | 0.4
COc1ccccc1C#Cc1cnc2c(c1)C(=O)N([C@H](C)CO)C[C@@H](C)[C@H](CN(C)S(=O)(=O)c1cn(C)cn1)O2 | / | 0 | 2 | 1.4
CCCN1C[C@H](C)[C@H](OC)CN(C)C(=O)c2ccc(NS(=O)(=O)c3cn(C)cn3)cc2OC[C@@H]1C | 28 | 44 | / | 0.3
CNC(=O)C[C@H]1CC[C@H]2[C@@H](COC[C@@H](O)CN2S(=O)(=O)c2ccc(Oc3ccccc3)cc2)O1 | -2 | 7 | 3 | 1.5
Cc1noc(C)c1NC(=O)Nc1ccc2c(c1)CC(=O)N([C@@H](C)CO)C[C@@H](C)[C@H](CN(C)Cc1ccc(C(=O)Nc3ccccc3N)cc1)O2 | 81 | 15 | -6 | -0.2
CN(C)C(=O)c1ccc(-c2ccc3c(c2)[C@H]2[C@H](CCN2C(=O)C2CC2)[C@@H](CO)N3C)cc1 | 102* | -30 | 6 | -2.4
CCCN1C[C@H](C)[C@H](OC)CN(C)C(=O)c2cc(NC(=O)Nc3cccc(F)c3)ccc2OC[C@H]1C | -23 | -15 | -3 | 2.2
CN(C)C(=O)[C@@H]1[C@@H](CO)[C@@H]2Cn3c(ccc(-c4ccccc4F)c3=O)[C@H]1N2C(=O)c1ccncc1 | 75 | 4 | 1 | -0.8
COc1ccc(-c2cnc3c(c2)C(=O)N([C@H](C)CO)C[C@H](C)[C@H](CN(C)C(=O)NC(C)C)O3)cc1 | 19 | 7 | -1 | 0.9
C[C@H](CO)N1C[C@H](C)[C@H](CN(C)S(=O)(=O)c2cccs2)Oc2ccc(NC(=O)Nc3cccc4ccccc34)cc2C1=O | -15 | -9 | / | -1.1
CNC[C@H]1Oc2ncc(-c3ccc(C)cc3)cc2C(=O)N([C@H](C)CO)C[C@H]1C | -40 | ? | / | 0.3
COc1ccc(CN(C)C[C@@H]2OCCCC[C@H](C)Oc3ccc(NC(=O)Nc4ccc(OC)cc4)cc3C(=O)N([C@@H](C)CO)C[C@H]2C)cc1 | -2 | -61 | / | 1.5
CC(C)NC(=O)N(C)C[C@@H]1OCCCC[C@H](C)Oc2ccc(NS(=O)(=O)c3ccc(Cl)cc3)cc2C(=O)N([C@@H](C)CO)C[C@H]1C | -57 | / | 0 | 3.2
Cc1noc(C)c1S(=O)(=O)Nc1ccc2c(c1)C(=O)N([C@@H](C)CO)C[C@@H](C)[C@H](CN(C)Cc1ccc(C(F)(F)F)cc1)O2 | 40 | -7 | 2 | -0.7
O=C([C@@H]1[C@@H](CO)[C@@H]2Cn3c(cccc3=O)[C@H]1N2CC1CCCC1)N1CCOCC1 | / | 19 | -1 | 2.4
COc1ccc(NC(=O)Nc2ccc3c(c2)[C@H]2C[C@@H](CC(=O)NC4CCCC4)O[C@@H](CO)[C@H]2O3)cc1 | -3 | 14 | / | 0.2
COc1ccc(-c2ccc([C@@H]3[C@@H](CO)N(C(=O)c4cccnc4)[C@H]3C#N)cc2)cc1 | 96* | -27 | -2 | -0.9
C[C@H](NC(=O)C[C@@H]1CC[C@H]2[C@@H](COC[C@@H](O)CN2Cc2cc(F)ccc2F)O1)c1ccccc1 | -51 | -5 | 0&-5 | 0.1
C[C@H](CO)N1C[C@H](C)[C@H](CN(C)C(=O)NC2CCCCC2)Oc2c(NC(=O)c3ccc(-c4nccs4)cc3)cccc2C1=O | 9 | 20 | / | 9.6

# The listing continues.
smiles | Tcruzi prolif | Pf Dd2 growth | C diff HTS | GASC1 inh
CNC[C@H]1Oc2cc(-c3cccnc3)ccc2S(=O)(=O)N([C@@H](C)CO)C[C@H]1C | / | -32 | / | 0.7
N#C[C@H]1[C@@H](c2ccc(C#Cc3ccc(F)cc3)cc2)[C@H](CO)N1c1nc(-c2ccccc2)cs1 | / | 1 | -20 | /
COc1ccc(-c2cnc3c(c2)C(=O)N([C@@H](C)CO)C[C@H](C)[C@H](CN(C)C(=O)C2CCCCC2)O3)cc1 | / | -47 | / | 2.2
COc1ccccc1C#Cc1ccc2c(c1)[C@@H]1[C@@H](CCN1C(=O)c1ccccc1)[C@H](CO)N2 | / | -53 | 15 | -1.5
COc1ccc(CN(C)C[C@H]2Oc3ccc(NC(=O)Nc4ccc(F)cc4)cc3C(=O)N([C@H](C)CO)C[C@H]2C)cc1 | / | 3 | 9&1 | -0.5
CCN1[C@H](C(=O)NCCc2cn(C)cn2)[C@@H](CO)[C@@H]2Cn3c(ccc(-c4cccnc4)c3=O)[C@@H]21 | 57 | -1 | 0 | 0.9
CC(C)NC(=O)N1[C@H](CO)[C@@H]2c3ccccc3N(C)C[C@@H]21 | 1 | 3 | 3 | 1.1
